# Vif-A3G inh: inhibitors of Vif-APOBEC3G interaction. Q9HC16. HeLa A3G-eYFP + Vif (tagged APOBEC3G with the HIV-1 protein that degrades it), YFP fluorescence, overnight. Potency, µM (titrated, usually from 46.1 µM), inactives show at the top dose activity, negative = active, most hits filed as inhibitors. 0.076% of 410,000 active. AID 602310;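 note: potency is the fitted concentration of half-maximal effect; % is set by controls: 0 for no effect and ±100 for the full control effect; nearly all actives have a fitted effect of over 60% in size; hits raise eYFP signal because A3G escapes Vif-driven loss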
#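 HeLa cells stably expressing Vif and C-terminally eYFP-tagged A3G, seeded overnight at 37 deg C, then exposed to compound by pintool overnight at 37 deg C. Rise in yellow fluorescence (Ex 488/Em 500-530, Acumen) marks blocked Vif-driven A3G degradation.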
# TrxR1 inh: blocks rat thioredoxin reductase 1 | O89049 | 1% of 390,000 active | Potency, µM (titrated, usually from 114 µM), for inactives: top-dose activity change, negative = inhibition, actives largely listed as inhibitors | recombinant rTrxR1, NADPH fluorescence consumption, selenite substrate; note: potency is the fitted concentration of half-maximal effect; % is set by controls: 0 for no effect and ±100 for the full control effect; nearly all actives have a fitted effect of over 65% in size
#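 Rat TrxR1 (90 nM in the dispensed reagent) was pre-reduced with 400 uM NADPH for 5 min at room temperature, then incubated with compound for 15 min. After 400 uM selenite was added, NADPH fluorescence (Ex 340/Em 450 nm) was followed for 8 min.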
# GRP78 ERSR act: induces the endoplasmic reticulum stress response in human glioma cells. U87-MG GRP78 promoter luciferase reporter, 16 h. Potency, µM, without a hit: at the top dose activation, hits mostly activators. 0.02% of 420,000 active. AID 602332; note: potency is the fitted concentration of half-maximal effect; series mostly up to about 76 µM; % of control where 0% means no effect; nearly all actives have a fitted effect of over 35% in size
#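 Stably transfected U87-MG human glioma cells carrying a GRP78-based luminescent sensor were seeded at 1000 cells/well, pin-dosed with compounds and incubated 16 h. Luciferase reagent was then added, and end-point luminescence was read after 10 min at room temperature.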
# Vif-APOBEC3F blk: blocks the Vif interaction with APOBEC3F. HeLa A3F-eYFP + Vif (tagged APOBEC3F with the HIV-1 protein that degrades it), YFP fluorescence increase. Potency, µM (top dose mostly 46.1 µM), without a hit: top-dose activity, negative = active. 0.2% of 390,000 active; note: potency is the fitted concentration of half-maximal effect; % of control where 0% means no effect; nearly all actives have a fitted effect of over 65% in size
#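 Fluorescence increase (Ex 488/Em 500-530) after overnight compound treatment at 37 deg C flags inhibition of Vif-driven A3F-eYFP loss in stable HeLa A3F-eYFP/Vif cells seeded overnight beforehand.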
# TrxR1 substrate: substrates of rat thioredoxin reductase 1 | purified TrxR1 substrate turnover, NADPH consumption readout | Potency, µM (doses to about 114 µM), for inactives: at the highest dose activity change, negative = substrate turnover | 0.01% of 390,000 active | AID 588456; note: potency is the fitted concentration of half-maximal effect; % is set by controls: 0 for no effect and ±100 for the full control effect; nearly all actives have a fitted effect of over 50% in size
#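 Rat TrxR1, dispensed at 90 nM, was prereduced with 400 uM NADPH (final) for 5 min at ~22 deg C, then incubated with compound 15 min before 400 uM selenite. A first-read NADPH fluorescence drop versus no-compound background flagged substrates.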
# USP1 inh: blocks the human USP1/UAF1 deubiquitinase complex | O94782 | recombinant USP1/UAF1, Ub-Rhodamine cleavage fluorescence | Potency, µM (highest dose often 57.1 µM), for the others: at the top dose activity change, negative = inhibition, most hits filed as inhibitors | 0.23% of 390,000 active | AID 743255; note: potency is the fitted concentration of half-maximal effect; % is set by controls: 0 for no effect and ±100 for the full control effect; nearly all actives have a fitted effect of over 60% in size; inactives centre near -12
#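 In this screen, compounds sit with the deubiquitinase complex (1nM) for 15 min at room temperature before Ub-Rho is added at 150nM final. Fluorescence rise is then followed for 6 reads every 60 seconds.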
# RGS4 inhibitor: inhibitors of human regulator of G protein signaling 4. Transcreener GDP fluorescence polarization, RGS4-accelerated GTP hydrolysis. 0.039% of 390,000 active. Potency, µM (top dose mostly 114 µM), without a hit: at the top dose activity change, negative = inhibition, actives largely listed as inhibitors; note: potency is the fitted concentration of half-maximal effect; % is set by controls: 0 for no effect and ±100 for the full control effect; nearly all actives have a fitted effect of over 75% in size; some results filed as inactive show a strong effect at the top dose
# Target sequence (P49798 whole entry, looked up): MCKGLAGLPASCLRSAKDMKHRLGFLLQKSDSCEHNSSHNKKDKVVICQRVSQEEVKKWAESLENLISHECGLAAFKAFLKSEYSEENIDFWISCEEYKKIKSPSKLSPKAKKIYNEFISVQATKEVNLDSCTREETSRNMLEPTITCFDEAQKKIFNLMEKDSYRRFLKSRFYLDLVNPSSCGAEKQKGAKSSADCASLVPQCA
#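 MLSMR compounds (23 nl, pin-transferred) preincubated 10 min at room temperature with a 500nM (2x) first reagent, then RGS4 at 900nM (2x) plus Transcreener GDP mix added; fluorescence polarization (620/688 nm) read before and after 90 min at 30 °C.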
# LDHA inh: blocks human lactate dehydrogenase A. P00338. purified LDHA, NADH/diaphorase-resazurin fluorescence; stronger effect = lower value. activity change, % (values are at about 110 or 230 µM). 0.15% of 480,000 active. AID 1347041; in the data active = activity change below about -30%; inconclusive = mostly about -25% to -30%;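 note: plate controls were DMSO wells for no effect and wells without enzyme for full effect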
#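 Human LDH5 at 2 nM final in Tris HCl pH 7.4 with 0.06 mM NADH and 0.2 mM pyruvate, reacted 5 minutes at room temperature. Remaining NADH coupled via diaphorase/resazurin; resorufin fluorescence read at 0 and 20 minutes, normalized to enzyme-free and DMSO wells.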
# IDH1 R132H inh: inhibitors of human mutant IDH1 R132H. O75874. IDH1-R132H enzyme, NADPH consumption, diaphorase/resazurin fluorescence. Potency, µM (highest dose often 76.6 µM), without a hit: top-dose activity change, negative = inhibition, hits mostly inhibitors. 0.093% of 390,000 active. AID 602179; note: potency is the fitted concentration of half-maximal effect; % is set by controls: 0 for no effect and ±100 for the full control effect; nearly all actives have a fitted effect of over 65% in size
# Target sequence (O75874 whole entry R132H, stated change not applied): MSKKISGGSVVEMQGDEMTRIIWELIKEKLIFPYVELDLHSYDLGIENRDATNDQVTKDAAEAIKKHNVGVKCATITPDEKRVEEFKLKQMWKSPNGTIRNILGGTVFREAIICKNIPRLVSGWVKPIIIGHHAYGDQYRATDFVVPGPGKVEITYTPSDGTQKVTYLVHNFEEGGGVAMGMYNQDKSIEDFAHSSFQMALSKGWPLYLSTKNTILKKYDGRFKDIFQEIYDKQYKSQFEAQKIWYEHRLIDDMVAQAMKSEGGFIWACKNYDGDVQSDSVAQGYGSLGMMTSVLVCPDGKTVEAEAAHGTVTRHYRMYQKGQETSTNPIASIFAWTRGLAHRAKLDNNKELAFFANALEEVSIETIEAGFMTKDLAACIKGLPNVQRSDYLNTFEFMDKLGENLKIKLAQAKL
#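 IDH1-R132H (0.5 ug/mL) preincubated 30 min with compound, then NADPH (0.016 mM) and alpha-KG (2 mM) added; 80 min at RT, pH 7.5. Remaining NADPH coupled via diaphorase/resazurin to fluorescence (540/590 nm); concentration-response curves normalized to no-enzyme control.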
# * marks the source's active call; other numbers are inactive results; ? = inconclusive; · = no result given; & = joins results of further samples; [ ] = remark or other dose. Unless noted, calls come from the whole dose curve; as a rule, active = well fitted curve in the direction sought with a large enough effect; inconclusive = small, poorly fitted or top-dose-only effect, or another doubt; inactive = no such curve, though single readings can be large; an effect the other way counts as inactive or inconclusive. An excerpt, so the mix of outcomes need not match the whole.
# Under each structure – Vif-A3G inh | TrxR1 inh | GRP78 ERSR act | Vif-APOBEC3F blk | TrxR1 substrate | USP1 inh | RGS4 inhibitor | LDHA inh | IDH1 R132H inh
COc1cc(CN2CCCC(C(=O)Nc3ccccc3Oc3cccnc3)C2)ccc1F (stereo not given)
    0% | 10% | -3% | -2% | -7% | -8% | 5% | -2 | -8%
Cc1ccc(-c2noc(CN(C)C(=O)c3ccc(Br)o3)n2)cc1
    1% | 8% | 0% | 8% | -3% | -17% | -14% | -6 | 1%
CCOC(=O)Cc1c(C)nc2c(-c3ccc(Cl)cc3)c(C)nn2c1C
    0% | 22%[57.1 µM] | -2% | -3% | 11%[57.1 µM] | 1% | 17% | -12 | -11%
C=CCn1c(-c2csc3ccccc23)n[nH]c1=S
    0% | -23% | 2% | -15% | -7% | 2% | -13% | -10 | 4%
Cc1ccc(CNC(=O)CCn2cc(-c3ccc(F)cc3)nc2-c2ccncc2)cc1
    3% | 10% | -2% | 1% | -1% | -17% | 0% | 2 | -15%
COc1ccc(NS(=O)(=O)c2c(C)n(C)c(=O)n(C)c2=O)cc1OC
    -2% | 6%[57.1 µM] | -4% | -11% | 7%[57.1 µM] | ? | -13% | 3 | 5%
CCOC(=O)C1=C(c2ccccc2)N=c2s/c(=C\c3cccc(O)c3)c(=O)n2C1c1cccs1 (stereo not given)
    -19% | 15% | 5% | ? | 2% | ? | -16% | -4 | 0%
NCCc1cnc[nH]1
    -2%&0% | -4%[57.1 µM] | -3%&0%&-4%&-2%&-7%&1% | 3%&0% | -2%[57.1 µM] | 15%&-9% | 26%[56.9 µM] | 2&-15 | -5%&0%
Cc1ccc(-c2nnc(Nc3ccc(F)cc3)c3ccccc23)cc1S(=O)(=O)N1CCN(C)CC1
    -11% | -10% | 0% | -18% | -4% | -15% | 5% | -8 | -15%
O=S(=O)(Cc1ccc(Cl)cc1)c1ccccc1-c1nnc(-c2ccc(Cl)cc2)o1
    1% | 8% | -4% | 3% | 17% | -7% | 2% | -1 | 0%
COC(=O)c1ccncc1C(=O)Nc1ccc(Oc2ncc(C(F)(F)F)cc2Cl)cc1
    -1% | -2% | -3% | -1% | -5% | -18% | 17% | -8 | -5%
COc1ccc(NC(=O)C(=O)NCCc2sc(-c3ccc(Cl)cc3)nc2C)cc1
    -4% | 15%[57.1 µM] | 1% | 0% | -4%[57.1 µM] | ? | -11% | -5 | -4%
CCN(CC)S(=O)(=O)c1cc(NC(=O)CCn2[nH]c(=O)ccc2=O)ccc1C
    -3% | 11% | -9% | -5% | -5% | -10% | 3% | -4 | 1%
CCc1cccc(CC)c1NC(=O)CN1C(=O)C(=O)c2ccccc21
    2% | 2% | -3% | -5% | -8% | -4% | 10% | 8 | -10%
COc1ccc(OC)c(NC(=O)CSc2nnc(NC(=O)c3ccco3)s2)c1
    0% | -3% | -2% | -5% | -9% | 2% | -40% | -10 | 4%
CC(=O)Nc1ccc(S(=O)(=O)N2CCN(CC3CC4C=CC3C4)CC2)cc1 (stereo not given)
    -1% | 17% | -1% | 1% | -5% | 5% | -3%[56.9 µM] | -18 | 4%
CCOCCCNC(=O)C1CCN(Cc2cccc(OCc3ccccc3)c2)CC1
    1% | 13%[57.1 µM] | 1% | 2% | -7%[57.1 µM] | ? | -3% | -14 | 4%
O=C(CN1C(=O)C2C3CC(C(Br)C3Br)C2C1=O)Nc1ccc(C(=O)O)cc1 (stereo not given)
    1% | 28% | 0% | 1% | 8% | -22% | 8% | -3 | 1%
CC(C)(C)c1nnc(NC(=O)C2c3ccccc3Oc3ccccc32)s1
    -15% | -9% | -3% | -10% | -19% | -24% | -76% | -2 | 2%
CC(=O)Nc1sc2c(c1C(c1ccc(F)cc1)N1CCOCC1)CCCC2 (stereo not given)
    -6% | -18% | -4% | 4% | -7% | -6% | -30% | 1 | 0%
C#C[C@]1(O)CC[C@H]2[C@@H]3CCC4=C(CCC(=O)C4)[C@H]3CC[C@@]21C
    -11% | 0% | -2% | 0% | 8% | -3% | 8% | 0 | -4%
COC(=O)c1c(-c2cccs2)csc1NC(=O)c1ccc(C)cc1
    7% | 26% | 3% | -6% | 11% | ? | ? | -6 | 3%
Cn1cc(S(=O)(=O)c2ccccc2)c(=O)c2cc(F)c(N3CCCC3)cc21
    0% | 4% | -3% | 6% | 2% | 4% | 4% | -2 | 30%[activator]
COc1cccc(C(=O)NCCS(=O)(=O)N2CCCC(C)C2)c1 (stereo not given)
    2% | · | -1% | 0% | · | -8% | · | 0 | -6%
O=C1NC2(CCCCC2)C(=O)N1/N=C/c1ccc(O)cc1O
    -3% | ? | 6% | -7% | 5%[57.1 µM] | 2% | -10%[11.4 µM] | 14 | 10%
O=C(Nc1ccc2c(c1)COC2=O)c1ccc(Cl)c(Cl)c1
    5% | 14% | 16% | -4% | 2% | -13% | 16% | -9 | -4%
